# Assay outcomes deposited in PubChem BioAssay by National Center for Advancing Translational Sciences (NCATS).
# Mito fusion act: inhibitors of mitochondrial division or activators of mitochondrial fusion | S. cerevisiae fusion-defective mutant growth rescue, CellTiterGlo 48 h | Potency, µM (top dose mostly 46.1 µM), for the others: at the top dose growth rescue (activation), most hits filed as activators | 0.23% of 320,000 active;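 also: potency is read from the fitted curve at half-maximal effect; % of control where 0% means no effect; nearly all actives have a fitted effect of over 45% in size; temperature-sensitive fusion mutants such as fzo1-1 at 37 °C on non-fermentable ethanol glycerol medium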
#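 Luminescent cell viability in 1536-well qHTS format served as the measure of rescued growth in ts fusion-mutant S. cerevisiae cultured on non-fermentable YPEG for 48 hours at 37C.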
# TSHR antag: human thyrotropin receptor antagonism | P16473 | TSHR-expressing cells, TSH-stimulated cAMP HTRF, 2 h; hits give low values | activity change, negative = inhibition, % at 11.5 µM | 0.2% of 330,000 active | AID 504810;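 active = activity change below a set negative limit, meaning inhibition stronger than a set level, cut at about -70% in these data; inconclusive = activity change between two set negative limits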; also: % is scaled to controls: 0 for no effect and ±100 for the full control effect
# Target sequence (P16473 whole entry, looked up): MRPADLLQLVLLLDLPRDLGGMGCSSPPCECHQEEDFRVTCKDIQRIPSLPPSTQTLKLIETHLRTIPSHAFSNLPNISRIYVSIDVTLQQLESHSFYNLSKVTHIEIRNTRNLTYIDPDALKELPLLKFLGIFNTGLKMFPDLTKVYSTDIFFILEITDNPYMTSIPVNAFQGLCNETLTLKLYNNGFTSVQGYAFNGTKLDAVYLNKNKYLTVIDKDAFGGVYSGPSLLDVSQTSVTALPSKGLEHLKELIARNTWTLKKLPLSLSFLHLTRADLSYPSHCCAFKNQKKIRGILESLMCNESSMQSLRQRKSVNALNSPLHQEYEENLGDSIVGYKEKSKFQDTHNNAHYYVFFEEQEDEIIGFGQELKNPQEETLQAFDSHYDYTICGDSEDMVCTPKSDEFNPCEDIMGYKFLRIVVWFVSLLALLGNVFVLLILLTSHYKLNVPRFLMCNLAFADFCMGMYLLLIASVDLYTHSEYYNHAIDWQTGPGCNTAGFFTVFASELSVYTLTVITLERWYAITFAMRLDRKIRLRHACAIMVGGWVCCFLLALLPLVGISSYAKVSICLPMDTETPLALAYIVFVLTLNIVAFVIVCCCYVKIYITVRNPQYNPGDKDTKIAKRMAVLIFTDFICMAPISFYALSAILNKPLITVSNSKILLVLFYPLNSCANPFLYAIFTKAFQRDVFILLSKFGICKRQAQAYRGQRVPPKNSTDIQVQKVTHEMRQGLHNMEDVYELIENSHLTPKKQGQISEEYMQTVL
#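 TSHR-expressing cells were treated with compounds, then stimulated with TSH at EC80 (4nM final) for 2 hours at 37 deg C. Cellular cAMP was measured by HTRF competition between lysate cAMP and cAMP-d2 for a cryptate-labelled anti-cAMP antibody.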
# PKM2 act: PKM2 (human) enzyme activation. P14618. Potency, µM (series often up to 57.5 µM), for the others: at the top dose activation, hits mostly activators. purified PKM2, Kinase-Glo ATP luminescence, activation; response scale: 0% is enzyme alone, no compound. 0.34% of 260,000 active; also: potency is read from the fitted curve at half-maximal effect; % is scaled to controls: 0 for no effect and ±100 for the full control effect; nearly all actives have a fitted effect of over 55% in size
#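 Kinase-Glo luminescence reports ATP generated from ADP (0.1 mM) and PEP (0.5 mM) by purified hPK-M2 after 1 h at room temperature, pH 7.2 imidazole buffer; intermediate enzyme activity allows detecting inhibitors and activators.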
# GALK inhibitor: blocks human galactokinase activity; P51570; Purified GALK, Kinase-Glo residual ATP luminescence; Potency, µM (doses to about 57.5 µM), for the others: at the highest dose activity change, negative = inhibition, actives largely listed as inhibitors; 0.007% of 270,000 active; AID 1868; also: potency is read from the fitted curve at half-maximal effect; % is scaled to controls: 0 for no effect and ±100 for the full control effect
#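 ATP-depletion format; final 35 uM ATP, 100 uM D-galactose, 5 nM enzyme; pH 8.0 HEPES/Mg2+ buffer; 60 min RT; luminescence read 10 min after detection reagent.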
# USP2a inh: blocks human ubiquitin-specific protease USP2a. USP2 core, Ub-CHOP2 coupled fluorogenic reporter, 485/531. Potency, µM (top dose mostly 38.3 µM), for inactives: at the top dose activity change, negative = inhibition, usual class: inhibitors. 0.01% of 330,000 active;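 also: potency is read from the fitted curve at half-maximal effect; plate controls were DMSO wells for no effect and full inhibition by NEM control for full effect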
#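 Cell-free coupled assay: 10nM USP2 core preincubated 30min RT with compound in Tris-HCl pH 8.0/CaCl2/CHAPS buffer, then 25nM Ub-CHOP2 and 25nM reporter substrate; fluorescence (Ex 485/Em 531) read after 60min RT, normalized to NEM inhibition, concentration-response curves fitted.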
# KCNH2 WT inh: blocks the wildtype human KCNH2 potassium channel | U2OS, BacMam KCNH2, thallium flux FluxOr; hits give low values | activity change, % at 1.84 µM | 0.37% of 340,000 active;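 active = maximum activity change below -70%; inconclusive = maximum activity change between -70% and -50%; inactive = maximum activity change above -50%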; also: % is scaled to controls: 0 for no effect and ±100 for the full control effect
#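 U2OS cells were transduced with wild-type KCNH2 virus (2.03 x 10^8 / mL) for 4 h at room temperature, then cultured overnight at 37 C. Thallium flux was read with FluxOr dye. Rate constants were normalized to DMSO controls.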
# Chronic BCR inh: blocks chronic active B-cell receptor signaling. 0.05% of 340,000 active. ABC-DLBCL IkBa-CBG/CBR reporter, luminescence ratio, 4 h. Potency, µM (doses to about 46.1 µM), for inactives: at the highest dose ratio change, negative = lower green/red ratio, usual class: inhibitors. AID 493014; active = well fitted inhibition curve with a large enough effect in the signal ratio, with a control signal flat, not every such curve was filed as active; inconclusive = small, poorly fitted or top-dose-only effect, or effect the other way, or a change in a side signal; the % refers to the signal ratio;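 also: potency is read from the fitted curve at half-maximal effect; plate controls were basal doxycycline-induced cells for no effect and cells given 10 µM MG132 for full effect; MG132 reads +100%, hits lower the ratio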
#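 TMD8 human ABC-DLBCL cells with doxycycline-inducible IκBα–green luciferase fusion and unfused red luciferase, in 0.5% FBS medium; compounds up to 46 uM, 4 h at 37C. Green/red luminescence ratio, filter-overlap corrected, fitted to concentration-response curves.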
# Eya2 phos inh: inhibitors of human Eya2 phosphatase activity; recombinant Eya2, OMFP fluorescence dephosphorylation (OMFP is methylfluorescein phosphate); 0.006% of 330,000 active; AID 488837; O00167; Potency, µM (series often up to 76.9 µM), for inactives: top-dose activity, negative = inhibition, most hits filed as inhibitors; also: potency is read from the fitted curve at half-maximal effect; % is scaled to controls: 0 for no effect and ±100 for the full control effect
#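 Eya2 protein (added as 0.2 uM solution) was preincubated with compound for 10 min at ambient temperature in 50 mM HEPES pH 7.5, 50 mM NaCl, 5 uM MgCl2, 0.05% BSA, 1 mM DTT. OMFP (added at 50 uM) then reacted 10 min; fluorescence read at 485/525 nm.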
# Menin MLL FP TR: displaces Texas Red mutant MLL peptide from human menin | O00255 | Menin + Texas Red MLL mutant peptide, fluorescence polarization | Potency, µM (doses to about 61.6 µM), for the others: at the top dose FP activity change, negative = inhibition, usual class: inhibitors | 0.23% of 270,000 active; active = well fitted inhibition curve with a large enough effect in the polarisation, with a control signal flat, not every such curve was filed as active; inconclusive = small, poorly fitted or top-dose-only effect, or effect the other way, or a change in a side signal; inactive = no such curve, though single readings can be large or run the other way; the % refers to the polarisation; also: potency is read from the fitted curve at half-maximal effect; % of control where 0% means no effect; many of its hits are not listed in these tables
# S-ASM inh: inhibitors of human secretory acid sphingomyelinase; placental ASM, HMU-PC fluorogenic substrate, 60 min; AID 504937; Potency, µM (doses to about 57.5 µM), for the others: at the highest dose activity change, negative = inhibition, hits mostly inhibitors; 0.006% of 340,000 active; P17405; also: potency is read from the fitted curve at half-maximal effect
#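 Fluorogenic HMU-PC substrate (9 uM final) is turned over by placental ASM in 60 min at 37 C after a 10 min compound preincubation. Reaction ended by alkaline stop (pH 10), with fluorescence read at 386/447 nm.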
# MBNL1 CUG block: blocks human MBNL1 binding to CUG repeat RNA; AID 2675; TR-FRET MBNL1-His/biotin-(CUG)12 binding, 665/545 ratio; 0.036% of 280,000 active; Potency, µM (titrated, usually from 57.5 µM), inactives show at the top dose activity change, negative = inhibition, usual class: inhibitors; active = well fitted inhibition curve with a large enough effect in the signal ratio, with a control signal flat, not every such curve was filed as active; inconclusive = small, poorly fitted or top-dose-only effect, or effect the other way, or a change in a side signal; inactive = no such curve, though single readings can be large or run the other way; the % refers to the signal ratio; also: potency is read from the fitted curve at half-maximal effect; % is scaled to controls: 0 for no effect and ±100 for the full control effect
#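 TR-FRET between His-tagged MBNL1 and biotin-(CUG)12 RNA, detected with Tb anti-His antibody (0.055 ng/ul) and streptavidin-XL665 (5 nM), 60 min at room temperature. Compounds titrated 92 nM to 58 uM; 665/545 nm ratio normalized to buffer and complex controls.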
# Numbers without * were called inactive; ? = inconclusive; . = no result given; [ ] = remark or other dose. Unless noted, calls follow the shape of the dose curve; as a rule, active = well fitted curve in the direction sought with a large enough effect; inconclusive = small, poorly fitted or top-dose-only effect, or another doubt; inactive = no such curve, though single readings can be large; an effect the other way counts as inactive or inconclusive. A portion of the library (hit frequency here may not be typical).
SMILES,Mito fusion act,TSHR antag,PKM2 act,GALK inhibitor,USP2a inh,KCNH2 WT inh,Chronic BCR inh,Eya2 phos inh,Menin MLL FP TR,S-ASM inh,MBNL1 CUG block
Cc1cnc(NC(=O)CCCNC(=O)c2ccc(Cl)cc2)s1,-3%,16,.,.,2%,2,?,12%,.,5%,.
CCOc1ccccc1NC(=O)c1nnn(CC(=O)Nc2cc(C)cc(C)c2)c1N,-12%,0,.,2%,2%,0,1%,?,.,-2%,0%
Cc1nc2ccc3nc(NC(=O)C4COc5ccccc5O4)sc3c2s1 (stereo not drawn),-2%,-9,-4%,-3%,2%,0,?,-28%,70%[activator],2%,29%
CCCNC(=S)N1CCC(C(=O)c2ccc(Cl)cc2)CC1,1%,-34,7%,-2%,-1%,5,-13%,-14%,6%,-2%,?
S=C(NCc1ccco1)Nc1ccc(Br)cn1,-2%,6,2%,0%,6%,-29,-1%,-3%,-30%,-3%,41%[activator]
CC1(C)C[C@@H](O)[C@]2(C)CC[C@]3(C)C(=CCC4[C@@]5(C)CC[C@H](O)[C@](C)(CO)C5CC[C@]43C)[C@@H]2C1 (stereo partly drawn),.,6,.,.,-9%,-5,-1%,5%,.,-3%,.
N#Cc1c(Cl)nc(-c2cccnc2)nc1-c1ccccc1,-4%,4,.,0%,4%,.,6%,-2%,0%,.,-6%
Cc1ccc(NC(=O)C2CCCN(S(=O)(=O)c3cccnc3)C2)c(C)c1 (stereo not drawn),4%,-1,7%,14%,1%,-8,0%,9%,-3%,-2%,-9%
O=C(NCCCN1CCOCC1)c1cc2c(s1)CCC2,0%,8,-3%,2%,-1%,0,0%,-18%,9%,3%,-9%
COc1cccc(/C=N/NC(=O)C(C)n2nc(C)c([N+](=O)[O-])c2C)c1O (stereo not drawn),-5%,10,-3%,2%,1%,-1,-21%,-6%,-1%,-1%,.
CC(C)CCn1c(SCC(=O)NC2CC2)nc2cc(Cl)ccc2c1=O,-6%,3,.,.,1%,-7,8%,-8%,.,1%,.
CCOCCCNCC(=O)NC1(C)C2CCC(C2)C1(C)C (stereo not drawn),-3%,-5,-2%,1%,0%,-2,13%,5%,-5%,-1%,-10%
Cc1cc(C)cc(-n2c(C)cc(/C=N/NC(=O)c3cccc([N+](=O)[O-])c3C)c2C)c1,3%,15,3%,-1%,-2%,-2,?,5%,-2%,-13%,2%
Cc1ccc(/C=C/C(=O)Nc2ccc([N+](=O)[O-])cc2)o1,-2%,-5,-3%,2%,-2%,2,19%,-19%,?,-1%,14%
O=C(CSCc1ccc(Br)cc1)Nc1ccc(S(=O)(=O)N2CCOCC2)cc1,3%,-5,0%,-3%,2%,9,2%,2%,?,?,-6%
CCCc1cc(=O)[nH]c(SCc2ccc(C#N)cc2)n1,-6%,-3,4%,-1%,1%,2,-22%,10%,6%,0%,-13%
Cc1nc(N2CCC(C)CC2)c2c(C)c(C(=O)Nc3ccc(C)c(F)c3)sc2n1,-6%,15,-1%,4%,0%,-18,-9%,-10%,2%,-9%,43%[activator]
CCCc1ccc(S(=O)(=O)N/N=C\c2ccc3c(c2)OCO3)cc1,-6%,-4,-3%,-5%,-1%,-6,0%,3%,?,-14%,9%
CCOc1ccc(Cc2onc3c2C(=O)CC(C)(C)C3)cc1OCC,2%,-6,-8%,0%,-1%,6,-2%,-23%,?,2%,7%
COc1ccc(NC(=O)NCc2ccc3c(c2)OCO3)cc1OC,0%,5,-4%,4%,1%,-5,?,-8%,6%,.,24%
CO[C@H]1C=CO[C@@]2(C)Oc3c(C)c(O)c4c(O)c(c5c(c4c3C2=O)NC2(CCN(CC(C)C)CC2)N=5)=NC(=O)C(C)=CC=C[C@H](C)[C@H](O)[C@@H](C)[C@@H](O)[C@@H](C)[C@H](OC(C)=O)[C@@H]1C,?,-6,-11%,2%,2%,.,14%,-2%,-10%,.,?
CCOC(=O)c1c(C)[nH]c(C2=NNC(=Nc3ccccc3OC)SC2)c1C,13%,5,2%,1%,0%,2,?,0%,11%,-6%,-4%
CCS(=O)(=O)Nc1cc(C(=O)O)ccc1C,2%,-4,0%,15%,0%,-1,3%,-14%,2%,0%,1%
CC(=O)NC(CC(=O)OCC(=O)c1ccc(NC(=O)CC(C)C)cc1)c1ccccc1 (stereo not drawn),3%,-10,.,.,1%,-9,-7%,9%,.,0%,.
COCCn1c(SCC(=O)N2CCCc3ccccc32)nnc1-c1ccco1,-6%,1,-2%,-2%,0%,-50,2%,9%,27%,4%,1%
O=C(O)CC1NCCc2ccccc21 (stereo not drawn),1%,0,-10%,4%,0%,-5,4%,0%,.,33%,-8%
COc1ccc(-c2cc(C(=O)NCCCn3ccnc3)no2)cc1,-5%,2,0%,1%,0%,9,?,0%,-20%,1%,2%
Cn1c(NC(=O)Cc2ccc(F)cc2)cc(=O)n(C)c1=O,-2%,28,-16%,0%,-2%,7,7%,28%,-7%,3%,-11%
O=C(CCn1c(=O)sc2ccccc21)NCc1cccs1,-2%,-8,0%,-2%,3%,3,9%,5%,10%,-3%,-4%
COC(=O)c1sc(-c2ccc(C(C)(C)C)cc2)cc1NC(=O)COCC(=O)O,6%,-25,-1%,-2%,-1%,1,?,-13%,.,60%[activator],61%[activator]
CCC(Oc1ccccc1)C(=O)N1CCN(S(=O)(=O)c2ccccc2)CC1 (stereo not drawn),3%,-4,.,.,0%,-14,0%,-29%,.,2%,.
CCCC(C(=O)NCCC(C)C)N(Cc1ccccc1Cl)C(=O)c1snc(C(N)=O)c1N (stereo not drawn),5%,-10,0%[11.5 µM],-4%,0%,-21,0%,-11%,?,262%[activator],9%
O=C(Nc1ccccc1)Nc1cccc(NC(=O)Nc2ccccc2)c1F,-3%,-1,.,2%,1%,6,?,4%,?,-2%,3%

# Part of the list above, showing only Chronic BCR inh, S-ASM inh and GALK inhibitor.
Molecule,Chronic BCR inh,S-ASM inh,GALK inhibitor
CCCc1ccc(S(=O)(=O)N/N=C\c2ccc3c(c2)OCO3)cc1,0%,-14%,-5%
CCOc1ccc(Cc2onc3c2C(=O)CC(C)(C)C3)cc1OCC,-2%,2%,0%
COc1ccc(NC(=O)NCc2ccc3c(c2)OCO3)cc1OC,?,.,4%
CO[C@H]1C=CO[C@@]2(C)Oc3c(C)c(O)c4c(O)c(c5c(c4c3C2=O)NC2(CCN(CC(C)C)CC2)N=5)=NC(=O)C(C)=CC=C[C@H](C)[C@H](O)[C@@H](C)[C@@H](O)[C@@H](C)[C@H](OC(C)=O)[C@@H]1C,14%,.,2%
CCOC(=O)c1c(C)[nH]c(C2=NNC(=Nc3ccccc3OC)SC2)c1C,?,-6%,1%
CCS(=O)(=O)Nc1cc(C(=O)O)ccc1C,3%,0%,15%
CC(=O)NC(CC(=O)OCC(=O)c1ccc(NC(=O)CC(C)C)cc1)c1ccccc1 (stereo not drawn),-7%,0%,.

# A draw from above in order of molar mass, smallest number first:
SMILES,Mito fusion act,TSHR antag,PKM2 act,GALK inhibitor,USP2a inh,KCNH2 WT inh,Chronic BCR inh,Eya2 phos inh,Menin MLL FP TR,S-ASM inh,MBNL1 CUG block
Cn1c(NC(=O)Cc2ccc(F)cc2)cc(=O)n(C)c1=O,-2%,28,-16%,0%,-2%,7,7%,28%,-7%,3%,-11%
CCCc1ccc(S(=O)(=O)N/N=C\c2ccc3c(c2)OCO3)cc1,-6%,-4,-3%,-5%,-1%,-6,0%,3%,?,-14%,9%
CCOc1ccccc1NC(=O)c1nnn(CC(=O)Nc2cc(C)cc(C)c2)c1N,-12%,0,.,2%,2%,0,1%,?,.,-2%,0%
